# Source: PubChem
# L3MBTL1 block = blocks human L3MBTL1; AlphaScreen L3MBTL1–H3K9me1 peptide binding; 230,000 compounds, 0.66% hits; Potency, µM (titrated, usually from 57.1 µM), inactives show at the highest dose activity, negative = inhibition, usual class: inhibitors; active = well fitted inhibition curve with a large enough effect; inconclusive = small, poorly fitted or top-dose-only effect; inactive = no such curve, though single readings can be large or run the other way; note: nearly all actives have a fitted effect of over 60% in size
# Target sequence (Q9Y468 whole entry, looked up): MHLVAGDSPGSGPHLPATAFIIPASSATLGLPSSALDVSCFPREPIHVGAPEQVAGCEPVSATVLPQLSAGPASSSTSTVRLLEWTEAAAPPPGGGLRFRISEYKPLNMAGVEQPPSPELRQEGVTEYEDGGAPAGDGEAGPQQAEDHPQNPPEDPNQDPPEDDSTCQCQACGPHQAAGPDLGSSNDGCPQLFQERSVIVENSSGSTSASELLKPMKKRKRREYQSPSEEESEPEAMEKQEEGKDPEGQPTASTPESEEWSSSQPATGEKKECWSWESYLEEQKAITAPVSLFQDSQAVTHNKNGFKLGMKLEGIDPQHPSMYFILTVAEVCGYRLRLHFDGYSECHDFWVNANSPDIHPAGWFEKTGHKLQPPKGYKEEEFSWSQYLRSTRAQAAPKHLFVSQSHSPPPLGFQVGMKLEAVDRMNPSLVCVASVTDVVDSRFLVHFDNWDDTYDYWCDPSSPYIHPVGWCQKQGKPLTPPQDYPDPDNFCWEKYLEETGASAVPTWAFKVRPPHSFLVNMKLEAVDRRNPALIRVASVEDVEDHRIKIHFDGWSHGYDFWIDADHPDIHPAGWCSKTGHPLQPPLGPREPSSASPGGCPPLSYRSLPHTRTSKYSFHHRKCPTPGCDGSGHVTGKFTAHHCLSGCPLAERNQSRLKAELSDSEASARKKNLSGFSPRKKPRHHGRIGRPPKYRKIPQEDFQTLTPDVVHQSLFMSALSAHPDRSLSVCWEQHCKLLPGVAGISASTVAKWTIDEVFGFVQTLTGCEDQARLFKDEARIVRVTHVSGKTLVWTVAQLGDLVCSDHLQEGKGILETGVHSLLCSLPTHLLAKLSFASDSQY
#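 AlphaScreen proximity signal between nickel-chelate acceptor and streptavidin donor beads (final 10 ug/mL) reports binding of 50 nM L3MBTL1 to 75 nM biotin-H3 K9me1 peptide; complex incubated with compounds 30 min at room temperature; cefsulodin titration as control.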
# * hit, by the source's call; u = inconclusive; [ ] = dose if it differs, or a comment. % is set by controls: 0 for no effect and ±100 for the full control effect; potency is the fitted concentration of half-maximal effect. Only part of the results is shown; count on the stated rates, not on these rows.
SMILES,L3MBTL1 block
O=C(c1ccc(F)cc1)N1CCC(C(=O)N2CCN(c3ncccn3)CC2)CC1,2%
O=C(Nc1cccc2c1CCCC2)c1ccccc1Cl,-1%
NC(N)=NS(=O)(=O)c1ccc(NC(=S)NC(=O)/C=C/c2ccc(F)cc2)cc1,-1%
CCCNC(=O)C(Cc1ccc(F)cc1)NC(=O)c1ccc(C#N)cc1 (centres undefined),1%
CCCCn1c(N)c(N(CC(C)C)C(=O)C2CSC3(C)CCC(=O)N23)c(=O)[nH]c1=O (centres undefined),0%
COc1ccc(F)cc1S(=O)(=O)NCC1CCCO1 (centres undefined),-2%
CCc1ccc(OCC(O)Cn2c(N3CCCCC3)nc3c2c(=O)[nH]c(=O)n3C)cc1 (centres undefined),-4%[2.29 µM]
CC1CCN(c2nc3ccc(C(=O)NCCCN4CCCCC4C)cc3s2)CC1 (centres undefined),-8%
Cc1cc(Cl)c2oc(C(=O)N3CCC(O)(c4ccccc4)CC3)c(C)c2c1,-2%
CCCNC(=O)C(Cc1ccccc1F)NC(=O)c1ccc(C#N)cc1 (centres undefined),7%
COc1ccc(NC(=O)N(C)C[C@H]2Oc3c(NC(=O)NC(C)C)cccc3C(=O)N([C@H](C)CO)C[C@@H]2C)cc1,28%
Cc1ccc(S(=O)(=O)CCC(=O)N(CCN2CCOCC2)c2nc3ccccc3s2)cc1,8%

# Three entries already listed, sorted by the value under L3MBTL1 block, low to high.
Molecule,L3MBTL1 block
NC(N)=NS(=O)(=O)c1ccc(NC(=S)NC(=O)/C=C/c2ccc(F)cc2)cc1,-1%
O=C(c1ccc(F)cc1)N1CCC(C(=O)N2CCN(c3ncccn3)CC2)CC1,2%
COc1ccc(NC(=O)N(C)C[C@H]2Oc3c(NC(=O)NC(C)C)cccc3C(=O)N([C@H](C)CO)C[C@@H]2C)cc1,28%

# More results follow.
SMILES,L3MBTL1 block
COc1cc(NC(=O)CCCn2c(=O)oc3ccccc32)cc(OC)c1,0%
O=C(Nc1cccc(S(=O)(=O)N2CCOCC2)c1)C1COc2ccccc2O1 (centres undefined),-13%
Cc1cc(C)c(S(=O)(=O)N2CCN(C(=O)c3cc4ccccc4oc3=O)CC2)c(C)c1,-11%
CCOC(=O)C1(CCOC)CCN(Cc2cc3ccccc3s2)CC1,1%[2.29 µM]
CCOc1ccc(NC(=O)c2ccccc2NC(=O)CNC2CCCC(C)C2C)cc1 (centres undefined),-6%
C[C@H](CO)N1C[C@H](C)[C@H](CN(C)C(=O)Nc2cccc3ccccc23)Oc2c(NC(=O)c3ccc(-c4nccs4)cc3)cccc2C1=O,-1%
Cc1ccc(-c2csc3nc[nH]c(=O)c23)cc1C,-2%
CC(Oc1cccc(Cl)c1)C(=O)N1CCN(c2ncccn2)CC1 (centres undefined),4%
COC(=O)[C@H](CCSC)NC(=O)Cn1cnc(C(=O)Nc2ccc(C)c(C)c2)n1,2%
CN(C)S(=O)(=O)c1ccc(N2CCCC2)c(C(=O)Nc2nccs2)c1,3%
Cc1ccc(N=C2NC(=O)CS2)cc1C,-1%
COc1ccc(S(=O)(=O)N2CCN(C(=O)c3cc4c(s3)CCCC4)CC2)cc1,-2%
Cc1cc(C)nc(NS(=O)(=O)c2ccc(NC(=O)Cc3ccc(F)cc3)cc2)n1,-3%
CN1C(=O)N(CC(=O)Nc2ccc(C(F)(F)F)cc2)C(=O)C12CCCCC2,-2%
CCC(=O)N(c1nnc(SCC(=O)Nc2ccccc2Cl)s1)C1CC1,8%
Brc1ccccc1OCCCN1CCCC1,-34%
CC1CCCC(C)N1C(=O)COC(=O)CCC(=O)c1cccs1 (centres undefined),3%
Cc1ccc(-c2nnc(NC(=O)c3c(F)cccc3Cl)s2)cc1,5%
CS(=O)(=O)c1ccc(Cl)c(NC(=O)COC(=O)COc2ccc3c(c2)CCC3)c1,-4%
Cc1ccc(NC(=O)c2cc(CC(C)C)nc3ccccc23)cc1,4%
CN(CC(=O)Nc1ccc(Cl)c(C(F)(F)F)c1)C(=O)C1CC(=O)N(CCc2ccccc2)C1 (centres undefined),7%
NC(=O)c1ccc(NC(=O)COC(=O)CCC2CCCCC2)cc1,6%
CCN(Cc1ccccc1)S(=O)(=O)c1ccc(F)cc1,10%
CN(Cc1ccc(OC(F)F)cc1)C(=O)C1CCN(S(=O)(=O)c2ccc3c(c2)OCCO3)CC1,-6%
O=C(COC(=O)c1ccc2c(c1)OCO2)Nc1ccccc1OC(F)F,-2%
O=C(CNC(=O)C12CC3CC(CC(C3)C1)C2)NCc1ccccc1,9%
O=C(NCCC(=O)N1CCN(S(=O)(=O)c2ccc(F)cc2)CC1)Nc1ccccc1,1%
Cc1ccc(S(=O)(=O)Nc2cc3c4c(c2)CC(=O)N4CCC3)cc1,5%
CC(=O)CSc1nc2c(c(=O)[nH]c(=O)n2C)n1Cc1cccc(Br)c1,0%
CCCCn1c(SCC(=O)NC2CCS(=O)(=O)C2)nnc1-c1ccc(OC)cc1 (centres undefined),8%
Cc1cc(C)n2nc(SCC(=O)N3CCCC(C)C3)nc2n1 (centres undefined),36%[activator]
CN(CC(=O)Nc1cccc(F)c1)C(=O)CCCN1C(=O)c2cccc3cccc(c23)C1=O,-9%
Cc1ccc(CSc2ccc(S(=O)(=O)N3CCCC3)cn2)cc1,43%[activator]
COc1cccc(NC(=O)CN(C)C(=O)CCSc2ccc(C)cc2)c1,-1%
CCOc1cc(C(=O)N(C)CC(=O)Nc2cccc(F)c2)ccc1OCC(=O)N1CCOCC1,13%
COc1ccc(NS(=O)(=O)c2cccs2)cc1S(=O)(=O)N1CCCCC1,-4%
CCCCCCCNC(=O)C1(CC2CC(c3ccc(Cl)cc3)=NO2)CCNCC1 (centres undefined),19%
Cc1cc(C)c2nc(N3CCN(C(=O)c4ccco4)CC3)sc2c1,-3%
Nc1ccc(C(=O)NC23CC4CC(CC(C4)C2)C3)cc1,5%
CCN(C[C@H]1N[C@@](C)(C(=O)OC)[C@H]2C(=O)N(Cc3ccccc3)C(=O)[C@@H]12)C(=O)Nc1ccccc1,-4%
CCOc1ccccc1NC(=O)C1CCN(S(C)(=O)=O)CC1,16%
Cc1ccc(S(=O)(=O)CCC(=O)OCC(=O)N2c3ccccc3CC2C)cc1 (centres undefined),5%
O=C(Cc1ccc(F)cc1)Nc1nc(-c2ccc(F)c(F)c2)cs1,1%
COc1cccc(N2CCC(N3CCN(C)C(CCO)C3)CC2)c1 (centres undefined),-21%
N#Cc1ccc(OCC(=O)NCCCn2ccnc2)cc1,u
CSc1nc2ccc(NS(=O)(=O)c3ccc(CNC(C)=O)cc3)cc2s1,7%
CC(C)CN(C(=O)C1CCCC1)C1CCS(=O)(=O)C1 (centres undefined),6%
CCCCNC(=O)CSc1nnc(-c2cccc(S(=O)(=O)N3CCOCC3)c2)o1,0%
Cc1cccc(C(=O)OCC(=O)Nc2c(C)n(C)n(-c3ccccc3)c2=O)c1O,3%
COc1ccccc1Nc1cc(C)nc(Nc2ccccc2OC)n1,-10%
CCN1CCN(C(=O)CCN2C(=O)c3ccccc3S2(=O)=O)CC1,-3%
COc1ccc(S(=O)(=O)N(C)C[C@H]2Oc3ccc(NS(=O)(=O)c4ccccc4)cc3C(=O)N([C@H](C)CO)C[C@@H]2C)cc1,-3%
Cc1ccc(S(=O)(=O)N2CCN(S(=O)(=O)c3ccccc3Br)CC2)cc1,6%
O=C(NCCc1ccc(Cl)cc1)c1ccc2c(c1)OCCO2,9%
Cc1ccc(NC(=O)c2ccc(C(=O)c3ccccc3)cc2)nc1,33%[activator]
O=C1N(c2ccccc2C(F)(F)F)O[C@]1(c1ccccc1)C1CCCC1,42%[activator]
Cn1cc[n+](C)c1COc1ccc(C=O)cc1,4%
COc1ccc(OC)c(NC(=O)Cc2cccs2)c1,u
Cc1cccc(C(=O)N[C@@H](C)C(=O)N2CCN(c3ncccn3)CC2)c1,8%
CC(NC(=O)COC(=O)/C=C/c1cccc(F)c1)c1ccccc1 (centres undefined),3%

# Copied from the list.
# L3MBTL1 block with Cc1ccc(S(=O)(=O)N2CCN(S(=O)(=O)c3ccccc3Br)CC2)cc1 : 6%
# L3MBTL1 block with COc1ccc(S(=O)(=O)N(C)C[C@H]2Oc3ccc(NS(=O)(=O)c4ccccc4)cc3C(=O)N([C@H](C)CO)C[C@@H]2C)cc1 : -3%
# L3MBTL1 block with CCN1CCN(C(=O)CCN2C(=O)c3ccccc3S2(=O)=O)CC1 : -3%
# L3MBTL1 block with Cn1cc[n+](C)c1COc1ccc(C=O)cc1 : 4%

# Other records follow:
SMILES,L3MBTL1 block
CCN(C(=O)COC(=O)Cn1c(C)csc1=O)c1c(N)n(Cc2ccccc2)c(=O)[nH]c1=O,8%
CCN(CC(=O)Nc1c(F)cccc1F)C(=O)CCCc1nc2ccccc2c(=O)[nH]1,1%
Cc1nc(SC(C)C(=O)NC2CCCC2)c2ccccc2n1 (centres undefined),7%
CC(=O)N1c2ccc(S(=O)(=O)N3CCCC(C(=O)Nc4ccc(F)cc4)C3)cc2CC1C (centres undefined),1%
CCOC(=O)c1c(N)sc2c1CCN(CCc1ccccc1)C2,-1%[2.29 µM]
O=C(COC(=O)c1ccc(Br)o1)NCc1ccc(Cl)cc1,u
Cc1cc(C(=O)Nc2ccc(Br)cn2)sc1C,17%
CCCn1c(N)c(N(CCOC)C(=O)COC(=O)CSc2cc(C)c3ccccc3n2)c(=O)[nH]c1=O,2%
O=[N+]([O-])c1ccccc1Oc1ccc(S(=O)(=O)N2CCOCC2)cc1,-2%
O=S1(=O)CCOC[C@H](CC2CCCCC2)N1Cc1ccc(Cl)cc1,1%
C[n+]1ccccc1Nc1cc([N+](=O)[O-])ccc1N,2%
CCC(CC)NC(=O)COn1nnc2ccc(S(=O)(=O)N3CCOCC3)cc21,-6%

# Shown with each value named: part of the list above
> CCN(CC(=O)Nc1c(F)cccc1F)C(=O)CCCc1nc2ccccc2c(=O)[nH]1
- L3MBTL1 block: 1%

> O=[N+]([O-])c1ccccc1Oc1ccc(S(=O)(=O)N2CCOCC2)cc1
- L3MBTL1 block: -2%

> CCC(CC)NC(=O)COn1nnc2ccc(S(=O)(=O)N3CCOCC3)cc21
- L3MBTL1 block: -6%

> Cc1cc(C(=O)Nc2ccc(Br)cn2)sc1C
- L3MBTL1 block: 17%

# (list continues)
SMILES,L3MBTL1 block
CCOC(=O)C1=C(C)NC(C)=C(C(=O)OCC)C1C(=O)OCC(=O)NCc1ccc(F)cc1,14%
CC(C(=O)N1CCCCCC1)N(c1ccc(Cl)cc1)S(C)(=O)=O (centres undefined),2%
COc1ccccc1NS(=O)(=O)c1ccc(C(=O)NCc2ccco2)cc1,-8%
COc1ccc(NC(=O)CN(C)C(=O)CNC(=O)c2ccc3c(c2)OCO3)cc1,3%
O=C(NCC(c1cccs1)N1CCOCC1)c1cn(-c2ccccc2)nc1-c1ccc(Cl)cc1 (centres undefined),2%
Cc1cc2c(NCc3ccccc3)ncnc2s1,7%
Cc1ccc(S(=O)(=O)N(Cc2ccc(F)cc2)C(=O)N2CCN(C)CC2)cc1,6%
O=C(O)c1cccc2c1C(=O)c1ccc(-c3ccc(OC(F)(F)F)cc3)cc1S2(=O)=O,-1%
CC(C)c1ccc(NC(=O)CCC(=O)NCc2ccco2)cc1,1%
Cc1cc(Cl)c(C)c(S(=O)(=O)Oc2ccccc2NC(=O)CCC(=O)O)c1Cl,1%
CCCCn1c(N)c(N(CC(C)C)C(=O)C2=NN(c3cc(C)ccc3C)C(=O)CC2)c(=O)[nH]c1=O,-3%
CC(C)c1ccc(OCC(=O)N2CCc3ccccc3C2)cc1,2%
CCOc1ccc(N2C(=O)CC(NCC#N)C2=O)cc1 (centres undefined),-5%
COc1cc(C(c2c(O)nc(SC)[nH]c2=O)c2c(O)nc(SC)[nH]c2=O)cc(OC)c1OC,1%[2.29 µM]
COc1ccc(COC(=O)C2=C(C)NC(=O)NC2c2cc(Br)c(O)c(OC)c2)cc1 (centres undefined),-3%
C#CCOCCOCCOCCNc1nc(N2CCN(C(=O)CCCCCCCCCCNC(=O)[C@H]([C@@H](C)CC)n3cc(CCCCN=C(N)N)nn3)CC2)nc(N2CCN(C(=O)CCCCCCCCCCNC(=O)[C@@H]([C@H](C)O)n3cc(C)nn3)CC2)n1,-7%
CC1(C(=O)N/N=C/c2ccccc2)CC1(Cl)Cl (centres undefined),-10%
CCSc1ccccc1C(=O)N1CCC2(CC1)CC(=O)c1ccccc1O2,-5%
COc1ccc(C2=CC(=O)C[C@H](c3ccc(F)cc3)C2)c(OC)c1,4%
CC(C)CN1C(=O)C(=O)N(CC(=O)c2ccc3c(c2)CCCC3)C1=O,11%
Cc1cccc(C(=O)OCC(=O)Nc2c(C)n(C)n(-c3ccccc3)c2=O)c1,7%
Cc1c(OCC(=O)NCC2CCC(C(=O)O)CC2)ccc2c(-c3ccccc3)cc(=O)oc12 (centres undefined),4%
CN1CCN(Cc2coc3c(Cl)cc(Cl)cc3c2=O)CC1,-1%
O=C(c1ccco1)N1CCN(Cc2nc3ccccc3[nH]2)CC1,-7%
O=C(Nc1ccc(Cl)cc1)c1nc[nH]c1C(=O)NCCN(CCNC(=O)c1[nH]cnc1C(=O)Nc1ccc(Cl)cc1)CCNC(=O)c1[nH]cnc1C(=O)Nc1ccc(Cl)cc1,8%
O=C(Nc1cc(Br)ccc1O)C1CC(c2ccccc2Cl)=NO1 (centres undefined),-5%
CCN1CCN(S(=O)(=O)c2ccc(C(C)(C)C)cc2)CC1,2%
COc1ccc(S(=O)(=O)N(C)C[C@H]2Oc3ccc(NC(=O)Nc4c(C)noc4C)cc3C(=O)N([C@H](C)CO)C[C@@H]2C)cc1,7%
Cc1ccc(NC(=O)c2ccc(NS(=O)(=O)c3ccc4[nH]c(=O)[nH]c4c3)cc2)nc1,-1%
